AGP1-GFP MLPCN – alters AGP1-GFP fluorescence in TOR pathway yeast screen. AID 2066. 0.02% of 320,000 active. S. cerevisiae AGP1-GFP multiplex flow cytometry, 3 h; GFP as percent of DMSO wells. GFP response vs DMSO, % at 10 µM;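 active = GFP response relative to DMSO above a set limit, near screen average plus 3 SD, cut at about 150% in these data; inconclusive = fewer than 70 cells counted for the yeast strain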;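 also: median GFP channel fluorescence of the gated AGP1 strain per well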
LAP4 TOR yeast – alters LAP4-GFP fluorescence in TOR pathway yeast screen; S. cerevisiae LAP4-GFP multiplex, flow cytometry GFP, 3 h; median GFP as percent of DMSO wells; GFP response vs DMSO, % at 10 µM; 0.34% of 320,000 active; AID 2023;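 active = GFP response vs DMSO above a set limit, about the screen mean plus 3 SD, cut at about 150% in these data; inconclusive = under 70 cell events counted for the yeast strain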
MEP2 TOR yeast – modulators of TOR pathway MEP2-GFP in S. cerevisiae | S. cerevisiae MEP2-GFP strain, flow cytometry GFP, 3 h; 100% = DMSO control level | GFP response vs DMSO, % at 10 µM | 0.51% of 330,000 active;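 active = GFP response versus DMSO above a set limit, roughly screen mean plus 3 SD, cut at about 180% in these data; inconclusive = fewer than 70 cells counted for a yeast strain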;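 also: median GFP fluorescence of the barcode-gated MEP2-GFP cells per well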
CIT2-GFP yeast – modulators of TOR pathway CIT2-GFP in S. cerevisiae; GFP response vs DMSO, % at 10 µM; AID 2029; 0.065% of 320,000 active; S. cerevisiae CIT2-GFP strain, flow cytometry, 3 h; 100 means same as DMSO wells;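 active = GFP response relative to DMSO above a set limit, near the screen mean plus 3 SD, cut at about 150% in these data; inconclusive = Fewer than 70 cells measured for a yeast strain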;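 also: ratio of well median GFP fluorescence to mean of DMSO wells on the plate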
AHR activator – activators of human aryl hydrocarbon receptor; P35869; AHR-responsive luciferase reporter cells, luminescence; activation, % at 5 µM; 2.5% of 320,000 active; AID 2796; in the data active = activation above about 47%;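 also: 0% = vehicle wells and 100% = reference agonist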
Target sequence (P35869 whole entry, looked up): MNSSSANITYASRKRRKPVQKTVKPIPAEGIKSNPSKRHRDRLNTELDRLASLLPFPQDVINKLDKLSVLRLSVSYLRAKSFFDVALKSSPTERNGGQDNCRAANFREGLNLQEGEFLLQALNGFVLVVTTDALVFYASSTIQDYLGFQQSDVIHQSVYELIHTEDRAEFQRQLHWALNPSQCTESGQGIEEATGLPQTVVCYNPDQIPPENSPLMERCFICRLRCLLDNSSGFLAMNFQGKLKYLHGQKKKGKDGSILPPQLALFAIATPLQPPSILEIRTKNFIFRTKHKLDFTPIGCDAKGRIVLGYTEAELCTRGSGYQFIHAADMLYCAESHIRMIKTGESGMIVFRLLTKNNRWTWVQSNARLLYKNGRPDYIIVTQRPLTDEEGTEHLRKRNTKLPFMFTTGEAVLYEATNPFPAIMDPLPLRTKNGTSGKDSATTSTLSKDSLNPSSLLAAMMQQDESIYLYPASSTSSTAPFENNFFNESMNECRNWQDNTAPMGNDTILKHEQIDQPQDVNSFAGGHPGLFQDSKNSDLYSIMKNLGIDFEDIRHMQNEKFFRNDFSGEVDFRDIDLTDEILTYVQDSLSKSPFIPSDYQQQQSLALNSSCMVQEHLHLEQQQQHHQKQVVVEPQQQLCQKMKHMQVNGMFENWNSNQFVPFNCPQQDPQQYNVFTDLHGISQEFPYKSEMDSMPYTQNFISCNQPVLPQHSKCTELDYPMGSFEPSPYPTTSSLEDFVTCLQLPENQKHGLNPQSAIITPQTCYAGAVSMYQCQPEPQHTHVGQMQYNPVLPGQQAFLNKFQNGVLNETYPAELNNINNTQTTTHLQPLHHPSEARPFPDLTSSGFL
Efflux pump mplx – antifungal efflux pump inhibition, Nile Red retention | S. cerevisiae Candida pump triplex | inhibition, % at 10 µM | 0.44% of 330,000 active | AID 485275;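 active = plate passing quality check with inhibition over a set limit, or well fluorescence over plate mean plus 4 SD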;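 also: Nile Red retained in pooled yeast measured as flow cytometry median fluorescence; 0% = buffer negative control and 100% = Enniatin B positive control; higher means more Nile Red kept so more efflux inhibition; some compounds called inactive have numbers as strong as hits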
RPL19A TOR yeast – alters RPL19A-GFP fluorescence in TOR pathway yeast screen; percent response vs DMSO, % at 10 µM; 0.3% of 330,000 active; AID 2025; S. cerevisiae RPL19A-GFP strain, flow cytometry, 3 h; stronger effect = lower value;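 active = percent response vs DMSO below 50%; inconclusive = fewer than 70 events counted for the yeast strain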;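 also: median channel GFP fluorescence of the barcoded RPL19A-GFP strain; ratio of sample median GFP to plate DMSO average so 100% = DMSO; lower means less RPL19A-GFP as with rapamycin TOR inhibition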
Yeast superoxide – yeast age-related superoxide inhibition as caloric restriction mimetic | S. cerevisiae aged cells, superoxide DHE fluorescence; stronger effect = lower value | superoxide response (% of plate mean), % at 10 µM | 0.18% of 330,000 active;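 active = superoxide response under a set limit, about three screen SD below normal, cut at about 65% in these data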;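 also: yeast aged for seven days with compound at 30 °C before DHE staining; 100% = average MFI of all compound-treated wells on the plate with controls excluded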
* hit, by the source's call; ? = inconclusive; / = not tested or not shown; [ ] = remark or other dose.

compound,AGP1-GFP MLPCN,LAP4 TOR yeast,MEP2 TOR yeast,CIT2-GFP yeast,AHR activator,Efflux pump mplx,RPL19A TOR yeast,Yeast superoxide
CCn1cc(S(=O)(=O)Nc2cccnc2)cn1,98.2,90.4,124.7,/,0.5,0.0,112.7,96.4
O=C(CCC1CCCC1)N1CCN(C(=O)COc2ccccc2)CC1,113.7,107.5,103.7,107.4,-3.8,0.1,107.9,113.8
O=C(Nc1ccccc1Sc1ccccc1)c1ccccc1F,96.5,90.3,103.5,94.7,3.5,0.1,97.3,91.2
C/C(=N\NC(=O)Cc1ccc(Br)cc1)c1cccnc1,97.6,98.1,101.4,102.5,-4.0,0.0,105.4,82.9
Cc1ccc(CSc2n[nH]c(N)n2)cc1,92.1,102.6,96.4,91.2,7.5,0.1,94.2,112.9
CCOCCn1c(=NC(=O)c2cc3ccccc3oc2=O)sc2cc(S(N)(=O)=O)ccc21,106.9,98.2,107.8,104.4,3.3,0.2,103.5,92.7
CCOc1ccc(NC(=O)NNC(=O)COc2ccc3ccccc3c2)cc1,98.5,94.8,109.4,106.0,6.6,0.2,96.9,102.3
CCOC(=O)COc1c(Br)cc(C2NC(=O)NC(C)=C2C(C)=O)cc1OC (configuration not stated),103.1,96.6,95.6,101.8,0.2,0.0,98.9,99.2
O=C(NNC(=O)C1CC1c1ccccc1)c1cccc([N+](=O)[O-])c1 (configuration not stated),106.3,101.3,100.2,104.4,10.5,0.0,101.4,92.2
CCOC(=O)CSc1nnc(CNC(=O)c2cccs2)n1Cc1ccccc1,91.0,95.3,90.9,88.6,-2.5,0.0,92.7,106.9
Fc1ccc(-c2csc(NC3=NCCC3)n2)cc1,106.8,107.9,107.5,107.1,54.6*,0.1,104.3,110.8
O=C(NC1CCCC1)C(=O)N(Cc1cccnc1)C(C(=O)NC1CCCC1)c1ccco1 (configuration not stated),95.6,94.7,99.0,104.3,-0.7,-0.1,106.7,100.6
O=C(CCNS(=O)(=O)c1ccccc1F)NC1CCCCCC1,98.9,98.9,93.0,96.0,0.5,0.1,97.0,87.5
CCN(CC)S(=O)(=O)c1ccc(Cl)c(C(=O)NC2CCCC2)c1,98.8,104.5,104.7,103.0,-0.1,-0.1,98.8,90.4
CCOc1ccc(C(=O)NC(=S)Nc2ccccc2N2CCOCC2)cc1Br,92.0,90.5,105.8,96.3,10.8,0.7,98.7,102.0
Brc1ccc(C=Nc2ccc(Nc3ccccc3)cc2)s1,94.2,91.2,102.2,92.8,2.5,-0.4,90.8,92.3
CSc1ccc(/C=C/C(=O)N2CCN(c3ccccn3)CC2)cc1,96.7,102.9,101.7,101.9,24.1,-0.1,102.9,105.2
CCOc1ccccc1CNC(=O)c1ccc2c(c1)N(CC)CCS2,103.5,103.5,103.8,97.8,34.9,-0.1,102.6,112.9
CCOc1ccc(NC(=O)c2ccc(N3CC4CC(C3)c3cccc(=O)n3C4)c(N)c2)cc1 (configuration not stated),105.2,105.7,92.6,97.8,3.1,0.0,98.0,96.3
Cc1noc(C(=O)Nc2ccc3c(c2)OCO3)c1Cl,92.3,103.9,100.3,93.0,124.8*,-0.1,99.5,97.3
Cc1ccc(/C=C/C(=O)c2ccc([N+](=O)[O-])o2)cc1,87.8,175.6*,96.7,87.2,-0.7,0.0,98.8,96.1
O=C(NCc1ccccc1)c1ccc(Cl)c(S(=O)(=O)N2CCCC2)c1,105.3,109.0,106.6,101.9,-0.6,0.0,109.3,94.9
O=C(C1CCCCC1)N1CCN=C1SCc1cccnc1,101.2,107.2,105.0,91.2,4.3,0.4,93.9,110.9
CC(C)C(NS(=O)(=O)c1ccc(Br)s1)C(=O)O (configuration not stated),103.5,97.0,100.5,114.9,3.6,-0.1,99.3,100.6
NS(=O)(=O)c1ccc(CCNC(=O)/C=C/c2ccc([N+](=O)[O-])cc2)cc1,99.4,90.7,91.6,95.6,2.0,0.1,97.9,89.6
CCc1ccccc1NC(=O)CN(C)S(=O)(=O)c1ccc(-c2ccc(=O)[nH]n2)s1,101.6,89.0,102.7,105.6,-0.7,0.1,101.7,107.6
CSc1ccc(CN2CCC(Oc3ccc(C(=O)N4CCCC4)cc3)CC2)cc1,95.1,87.0,90.5,95.4,1.3,0.1,96.8,76.7
COc1ccc(-c2noc(C(C)NC(=O)c3ccco3)n2)cc1OC (configuration not stated),96.7,88.1,103.3,104.5,1.8,-0.1,105.4,98.9
COc1cc([N+](=O)[O-])c(OC)cc1SCc1n[nH]c(=S)n1-c1ccc(C)cc1,106.2,105.5,100.6,107.3,5.1,-0.2,97.1,99.5
c1ccc(Nc2nc(-c3cccs3)cs2)nc1,95.3,113.1,99.6,82.6,117.3*,-0.1,92.1,101.9
Cc1ccc2[nH]c(=O)c(CN(Cc3ccc4c(c3)OCO4)Cc3nnnn3Cc3ccco3)cc2c1,98.6,92.8,95.6,98.8,39.0,-0.1,96.5,115.5
COc1ccc(NC(=O)CN(C)CC(=O)Nc2ccccc2SC)cc1Cl,110.2,114.1,117.3,110.4,7.0,0.0,108.0,96.7
CCN(CC(=O)Nc1c(F)cccc1F)C(=O)CSCC(=O)Nc1ccc(OC)cc1,87.7,93.3,93.1,84.3,-1.2,0.2,88.2,95.5
CCOC(=O)CN(C(=O)CSc1nnc(C)n1-c1ccccc1)c1cccc([N+](=O)[O-])c1,100.6,97.7,94.3,99.6,-0.5,0.0,99.4,92.5
Cc1ccc(N(C(=O)C2CCCC2)C2C=CS(=O)(=O)C2)cc1 (configuration not stated),103.2,94.5,99.6,102.2,0.7,-0.1,97.0,110.0
O=c1oc2ccc(Br)cc2cc1S(=O)(=O)c1ccc(F)cc1,102.7,94.6,105.3,98.3,-1.2,0.0,99.7,111.0
Cn1c(N)c(C(=O)COC(=O)c2cc(-c3ccccc3)nc3ccccc23)c(=O)n(C)c1=O,99.8,96.0,99.5,96.6,-4.2,-0.1,97.8,100.0
COc1cc(NS(=O)(=O)c2ccc3[nH]c(=O)oc3c2)cc(OC)c1,111.0,102.5,104.2,98.5,5.2,-0.3,98.6,97.8
CCCCn1c(=O)c(CCC(=O)OC(C)C(=O)Nc2cccc(Cl)c2Cl)nc2ccccc21 (configuration not stated),100.3,112.0,90.2,88.4,0.1,-0.2,93.7,108.3
COC(C(=O)Nc1ccnn1C1CCN(Cc2ccccn2)CC1)c1ccccc1 (configuration not stated),93.0,100.4,94.6,97.6,-0.2,0.0,90.1,100.1
CN1C(=O)C(CC(=O)NCC2CCCCC2)SC1=Nc1ccccc1 (configuration not stated),87.3,79.7,91.9,80.2,0.0,0.1,95.0,103.2
CCCCCC(=O)Nc1cccc(C2=NOC3(C2)C[C@@H](C(N)=O)N(C(=O)c2ccc(OC)cc2)C3)c1 (some centres not stated),80.6,128.0,86.8,82.1,0.0,0.1,91.5,106.7
Cn1c(SCC(N)=O)nnc1-c1cnccn1,?,89.2,?,101.7,0.4,0.3,86.8,111.5
COc1ccccc1C1CCN(c2ccc([N+](=O)[O-])c(OC)c2)CC1,101.6,120.8,91.2,86.8,-1.5,0.0,93.4,94.6
Cc1nc2ccc(S(=O)(=O)NC(C(=O)N3CCC(C)CC3)C(C)C)cc2s1 (configuration not stated),104.0,97.2,108.9,102.8,-0.4,0.0,101.2,102.2
O=C(N1CCOCC1)N1CCN(c2ccc(F)cc2)CC1,109.2,99.6,108.6,105.2,0.7,0.0,102.9,89.4
Cc1cccc(C(=O)Nc2ccnc(-c3cccnc3)n2)c1,79.2,101.9,100.3,95.7,11.3,0.0,93.6,104.2
O=C(OC(C(=O)Nc1ccc([N+](=O)[O-])cc1Br)c1ccccc1)c1ccccc1 (configuration not stated),71.2,91.3,172.0,108.6,-0.2,-0.1,99.4,124.7
COC(=O)C1(C(O)C(=O)c2ccc(C)cc2C)CCCCC1 (configuration not stated),103.4,111.4,101.8,93.5,-0.7,0.1,100.5,83.9
COc1cccc(C(=O)OCCCOC(=O)c2cccc(OC)c2OC)c1OC,105.1,125.9,124.2,100.7,1.5,-0.4,109.1,93.8
CCOc1ccc(CCNC(=O)C2CC(=O)N(C3CCCC3)C2)cc1OCC (configuration not stated),102.5,94.1,106.7,103.2,0.0,-0.1,98.3,99.4
COc1ccccc1CNC(=O)COc1cc2c(c3oc(=O)cc(C)c13)CCC(C)(C)O2,101.9,103.4,97.6,93.1,9.0,-0.2,100.0,114.0
O=C(NCCO)Nc1ccc2nc(-c3ccco3)c(-c3ccco3)nc2c1,?,?,?,?,3.1,0.2,13.4*[may fluoresce violet],81.1
FC(F)(F)c1ccc(-n2ccnc2)nc1,98.6,90.8,93.2,95.5,2.2,-0.1,95.5,94.1
Cc1cc(OC(=O)c2cc(Br)ccc2Cl)c([N+](=O)[O-])c(=O)[nH]1,101.9,101.3,92.8,100.5,-2.8,0.0,101.1,91.7
CC(C)c1ccc(NC(=O)Nc2cc3sccc3n2C)cc1,96.9,89.5,89.3,89.6,47.7*,-0.3,103.6,119.9
COc1cccc(OC)c1C(=O)NC(=S)N1CCN(c2ccc(C(F)(F)F)cc2[N+](=O)[O-])CC1,82.8,86.3,90.1,87.5,4.5,0.0,86.8,110.9

Single entries from the list:
Brc1ccc(C=Nc2ccc(Nc3ccccc3)cc2)s1 in RPL19A TOR yeast is entered as 90.8
CSc1ccc(/C=C/C(=O)N2CCN(c3ccccn3)CC2)cc1 in LAP4 TOR yeast is entered as 102.9
